Peg3 prom inh = Peg3 promoter-driven luciferase inhibitors, primary screen, cell-based, HeLa, luciferase luminescence; HeLa PEG-Prom luciferase reporter, overnight; inhibition, % at 20 µM; hit rate 1.7% among 360,000; AID 588405, 2011;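 active = inhibition of at least 50% at 20 µM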
CaV13 FRET inh = Primary screen for inhibitors of IQ motif and Ca2+-dependent inactivation inhibitor domain binding in CACNA1D, Förster resonance energy transfer in living cells, …. HEK cells, CFP/YFP FRET ICDI-IQ, plate reader, 10 min; percent FRET-ratio fall versus neutral wells. inhibition, % at 12.3 µM. hit rate 0.098% among 340,000;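 active = mean replicate inhibition of at least 30% and at least 1% of replicates passing that level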;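 also: 0% = median of the neutral control wells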
PDI inh = inhibitors of human PDI, primary screen, biochemical, turbidity, single point, plate reader; hit rate 0.052% among 350,000; inhibition, % at 10 µM; Protein disulfide-isomerase (Homo sapiens), P07237; PDI insulin aggregation turbidity, A650, 90 min;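 active = mean inhibition across replicates of 30% or more, whatever share of single replicates reach that level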;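 also: absorbance from insulin aggregation driven by PDI reduction with DTT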
Target sequence (P07237 whole entry, looked up): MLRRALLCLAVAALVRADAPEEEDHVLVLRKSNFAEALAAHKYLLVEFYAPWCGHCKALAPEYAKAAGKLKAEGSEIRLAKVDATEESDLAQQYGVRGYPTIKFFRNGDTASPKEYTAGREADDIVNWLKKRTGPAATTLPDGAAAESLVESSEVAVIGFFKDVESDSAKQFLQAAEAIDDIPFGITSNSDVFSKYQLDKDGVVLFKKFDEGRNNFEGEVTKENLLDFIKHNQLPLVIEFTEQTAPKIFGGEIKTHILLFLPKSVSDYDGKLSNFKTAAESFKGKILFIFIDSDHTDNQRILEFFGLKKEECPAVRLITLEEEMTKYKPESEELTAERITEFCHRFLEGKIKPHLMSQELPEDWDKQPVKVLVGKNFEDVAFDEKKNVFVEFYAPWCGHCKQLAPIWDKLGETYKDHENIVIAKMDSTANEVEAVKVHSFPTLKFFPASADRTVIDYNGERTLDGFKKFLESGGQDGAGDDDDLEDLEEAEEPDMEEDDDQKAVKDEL
KKLEB cytotox = cytotoxicity in KKLEB CF airway cells, primary screen, cytotoxicity control for CF NF-kB inhibitor project, cell-based, uHTS, fluorescence assay plates. KKLEB CF airway cells viability, ATPlite luminescence, overnight; stronger effect = lower value; cells stimulated with P. aeruginosa culture filtrate. activity change (cytotoxicity), % at 5 µM. hit rate 0.36% among 360,000. AID 602141, 2011;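 active = corrected activity change at or below -50% at 5 µM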
Shn3 inh set2 = reduction of Shn3 3'UTR firefly luciferase signal, primary screen, Schnurri-3 inhibitor project, cell-based, Clone20 osteoblasts, set 2; Clone20 osteoblast Shn3 3'UTR firefly luciferase, 24 h; inhibition, % at 12.5 µM; hit rate 0.52% among 360,000; AID 588674, 2011;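 active = mean inhibition of at least 75% with every replicate also reaching 75%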;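 also: 0% = median of neutral control wells and 100% = pilot-screen positive control compound; some compounds past the cut are filed as inactive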
NR2E3 ag-1 = NR2E3 agonists in two-hybrid cells, primary screen, cell-based, luminescence, CHO-S, Gal4-NCOR/VP16-NR2E3 | luciferase | AID 602229, 2012 | inhibition of corepressor binding, % at 3.98 µM | hit rate 0.35% among 360,000 | Photoreceptor-specific nuclear receptor (Homo sapiens), Q9Y5X4;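 active = inhibition above the mean of all tested compounds plus 3 SD, cut at about 70% in these data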;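 also: 0% = DMSO with NR2E3 transfected cells and 100% = cells lacking NR2E3 construct; higher means lower luciferase signal from less NR2E3 corepressor binding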
Target sequence (Q9Y5X4 whole entry, looked up, the tested form may be a part): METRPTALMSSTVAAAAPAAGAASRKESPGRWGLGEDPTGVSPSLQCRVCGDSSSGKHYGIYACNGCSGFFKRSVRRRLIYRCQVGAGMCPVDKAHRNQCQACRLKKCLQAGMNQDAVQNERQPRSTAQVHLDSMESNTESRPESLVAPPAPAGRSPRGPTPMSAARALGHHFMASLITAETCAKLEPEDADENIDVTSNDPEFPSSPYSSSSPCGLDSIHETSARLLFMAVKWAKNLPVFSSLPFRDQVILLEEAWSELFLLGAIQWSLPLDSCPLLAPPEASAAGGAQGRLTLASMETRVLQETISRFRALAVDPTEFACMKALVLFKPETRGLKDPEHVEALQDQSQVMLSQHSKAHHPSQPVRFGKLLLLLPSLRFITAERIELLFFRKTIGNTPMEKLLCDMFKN
NR2E3 ag-2 = inhibitors of NR2E3-RetCOR corepressor binding, primary screen, NR2E3 agonist project, biochemical, TR-FRET, GST-NR2E3, biotin-RetCOR; Photoreceptor-specific nuclear receptor (Homo sapiens), Q9Y5X4; hit rate 0.12% among 320,000; AID 2300, 2010; 1536-well; inhibition of corepressor binding, % at 4.78 µM;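 active = percent inhibition above the cutoff of mean plus 3 SD of all tested compounds, set per screening campaign, cut at about 20% in these data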;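 also: 0% = DMSO wells and 100% = biotin wells as full block of FRET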
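System: GST-tagged NR2E3 plus biotinylated RetCOR corepressor; Amount: 1.35 nM GST-tagged NR2E3 final; Dosing: single nominal compound dose of 4.8 µM; Schedule: 5 h incubation at 4 °C; Technique: TR-FRET with europium anti-GST and streptavidin-D2, 340 nm excitation; Controls: biotin wells as high control, 0.6% DMSO wells as low control.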
Vif imaging = HIV Vif self-association inhibitors, primary screen, imaging, HEK293T, single point. HEK293T cells, Vif self-association by quenched fluorescence, 24 h. inhibition, % at 7.49 µM. hit rate 0.35% among 340,000; in the data active = inhibition above about 50%, passing the limit was not always enough; also: some results filed as inactive read as strong as hits
HIF-2a block = HIF-2a reporter inhibitors, primary screen, luminescence, 786-0 RCC cells; inhibition, % at 18.8 µM; 786-0 RCC cells HIF-2a reporter, luciferase luminescence, overnight; hit rate 0.72% among 360,000;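 active = inhibition of the luminescence signal of 40% or more relative to plate controls, in a single-dose primary screen at 18.75 µM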
MITF TRPM1 inh = inhibitors of MITF-dependent TRPM1 promoter reporter, primary screen, cell-based, SK-MEL-5, single point, luciferase | SK-MEL-5 TRPM1 promoter luciferase, 24 h | inhibition, % at 12.5 µM | hit rate 0.83% among 330,000 | AID 488899, 2010;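 active = mean inhibition across replicates of 60% or more, whatever share of single replicates reaches that level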; also: values of inactives mirror those of a sister screen read the other way
CF NFkB block = inhibitors of PAF-induced NF-kB signaling, primary screen, cell-based, GFP fluorescence, uHTS; KKLEB NF-kB-GFP reporter, GFP fluorescence overnight; inhibition, % at 5 µM; hit rate 0.86% among 360,000;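 active = at least 50% inhibition at 5 µM, scaled per plate between neutral and stimulator controls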;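 also: PAF is a Pseudomonas aeruginosa culture filtrate used as stimulus; plate controls were PAF-stimulated DMSO wells for no effect and unstimulated DMSO wells for full effect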
* = called active by the depositor; . = no result given. Compounds were not picked by outcome; any-hit rate near 3.3%.

SMILES	Peg3 prom inh	CaV13 FRET inh	PDI inh	KKLEB cytotox	Shn3 inh set2	NR2E3 ag-1	NR2E3 ag-2	Vif imaging	HIF-2a block	MITF TRPM1 inh	CF NFkB block
Cc1ccc2oc(=O)c3cnn(CC(=O)N4CCCCC4C)c3c2c1 (configuration not stated)	-6.9	-4.1	.	10.5	-16.1	-27.4	4.2	17.5	0.2	.	-18.3
CC1(Cc2cc(Cl)ccc2C(F)(F)F)C(=O)Nc2cc(C(F)(F)F)ccc21 (configuration not stated)	45.7	-5.4	-1.2	-8.1	13.1	8.3	.	-14.9	27.6	.	21.4
CCOC(=O)N1CCN(C(=O)CSc2nc3c(cnn3-c3ccc(C)cc3)c(=O)[nH]2)CC1	4.2	-6.3	.	-11.6	1.3	-6.1	-2.3	5.2	6.0	.	44.6
O=C(CCC(=O)N1CCCC1)Nc1nnc(C(F)(F)F)s1	-8.7	.	-7.3	0.5	21.4	-0.1	2.3	-1.4	-20.7	6.5	5.2
O=c1c2ccccc2nnn1Cc1ccccn1	-8.3	-6.7	-7.5	0.3	4.4	-30.3	1.7	5.2	-1.0	2.6	-3.7
CCN(CCCCCCN)c1ccc2c(=O)[nH][nH]c(=O)c2c1	-0.5	-5.3	9.9	1.8	4.3	6.8	2.8	4.0	-4.8	0.3	-7.1
COc1ccc(N(C(=O)c2snc(C(N)=O)c2N)C(C(=O)NC2CCCC2)c2ccco2)cc1OC (configuration not stated)	14.1	-6.9	8.9	-1.1	-1.9	3.7	.	-8.0	17.4	4.7	6.4
O=C(NCCNc1ccc([N+](=O)[O-])cc1)c1ccccc1F	-4.9	-5.5	4.2	-5.4	0.6	-32.5	-4.4	6.0	-1.3	12.3	11.8
CCOc1ccc(CCNC(=O)CCNC(=O)c2ccc(Br)cc2)cc1OCC	12.6	.	1.9	-8.9	12.8	-3.7	-2.1	7.7	19.6	0.5	-2.0
O=C(NC1CCCC1)C(c1cccnc1)N(C(=O)c1csnn1)c1ccccc1Cl (configuration not stated)	3.2	-2.1	-4.8	14.4	-15.0	-27.2	7.3	3.3	4.5	-4.0	-2.2
CCc1nc2cccnc2n1-c1ccc(CC(=O)NC(C)CC)cc1 (configuration not stated)	7.5	-2.9	5.6	0.8	6.0	-2.1	.	-7.1	15.6	1.6	-14.1
O=C(CSCC(=O)NN=Cc1ccccc1)NN=Cc1ccccc1	1.1	-9.8	0.4	0.4	5.5	2.2	.	7.4	-1.0	.	-13.9
O=[N+]([O-])c1cccc(S(=O)(=O)N2CCCCC2)c1	8.7	3.5	11.8	5.7	2.9	-4.2	-0.3	4.4	13.2	6.7	1.4
COCCNC(=O)c1ccc2c3n(nc2c1)-c1ccc(C)cc1CO3	-302.1	-11.9	-0.5	5.6	-51.7	-127.1	3.1	.	-310.7	-76.2	-41.8
CC(=O)N1CCN(CCN=CC2=C(O)CC(c3ccc(Cl)cc3)CC2=O)CC1 (configuration not stated)	-1.2	-4.3	0.3	-11.2	-13.1	-22.5	-1.5	.	6.1	0.2	20.5
Oc1[nH]c2ccccc2c1N=Nc1c(F)c(F)c(C(F)(F)F)c(F)c1F	-33.1	-18.5	-5.0	6.6	-3.3	-21.4	3.6	-7.4	-55.1	-20.7	13.2
Cc1ccc(C2C3=C(CC(C)(C)CC3=O)Nc3onc(C)c32)cc1 (configuration not stated)	25.3	.	-1.8	1.7	-22.2	-1.7	1.1	4.4	30.9	-0.7	22.9
CCc1ccc(Nc2cc(C(=O)NCCCN3CCOCC3)c3ccccc3n2)cc1	4.6	-6.2	1.4	-3.3	-26.5	0.9	0.1	-6.3	-27.6	-3.2	-9.1
CSc1nc(-c2ccco2)nn1C(=O)c1cccs1	-14.7	.	-1.4	11.2	-7.4	-8.6	-4.8	-1.1	3.2	13.2	7.6
CC(CCc1ccccc1)N(C)CC(O)c1cccc([N+](=O)[O-])c1 (configuration not stated)	-3.1	-2.5	0.8	-7.3	1.8	8.7	0.8	0.6	8.3	-4.3	12.0

Next part, overlapping the part above by 2 compounds.
SMILES	Peg3 prom inh	CaV13 FRET inh	PDI inh	KKLEB cytotox	Shn3 inh set2	NR2E3 ag-1	NR2E3 ag-2	Vif imaging	HIF-2a block	MITF TRPM1 inh	CF NFkB block
CSc1nc(-c2ccco2)nn1C(=O)c1cccs1	-14.7	.	-1.4	11.2	-7.4	-8.6	-4.8	-1.1	3.2	13.2	7.6
CC(CCc1ccccc1)N(C)CC(O)c1cccc([N+](=O)[O-])c1 (configuration not stated)	-3.1	-2.5	0.8	-7.3	1.8	8.7	0.8	0.6	8.3	-4.3	12.0
CCCc1nc2ccc(NC(=O)c3cccs3)cc2c(=O)n1Cc1ccccc1Cl	11.2	.	-3.7	8.8	12.0	-5.6	-2.4	1.4	-1.0	-4.6	24.6
CC(=O)Nc1ccccc1C	10.6	.	.	-4.2	-17.8	-15.6	-0.8	-2.8	13.0	2.8	15.9
O=C(CSc1nnc(NC(=O)c2ccco2)s1)Nc1ccc(F)cc1F	-19.2	-2.2	-0.2	-20.6	-90.3	-3.5	-3.1	-3.4	2.2	11.8	26.7
CC(c1ccccc1)C1CC(=O)N(c2ccc([N+](=O)[O-])cc2)C1=O (configuration not stated)	3.4	-5.7	-6.4	-8.4	6.5	-11.7	-2.7	-3.3	17.4	-2.6	11.7
COc1cccc(CN2CCN(Cc3nc(C(C)C)cs3)CC2CCO)c1 (configuration not stated)	13.6	-0.2	-1.0	-1.6	22.9	8.7	3.9	-11.1	21.2	3.5	4.9
CCc1ccc(CC)c(S(=O)(=O)Nc2ccc(O)c(C(=O)O)c2)c1	-2.0	-8.2	-7.8	-1.3	2.1	10.0	1.1	2.6	0.8	-5.5	-6.4
O=C1S/C(=C\C=C\c2ccco2)C(=O)N1c1ccc(O)cc1	-363.9	-3.4	12.3	4.1	-1.7	-73.0	0.1	-3.7	-189.9	-56.8	-24.4
Cc1cc(Cl)ccc1OCC(=O)N/N=C1\CCCc2ccccc21	-32.3	-3.7	0.4	14.4	-0.5	2.7	0.4	3.3	-51.3	-4.3	-12.1
CC(C)(C)c1ccccc1OCC(O)CN1CCN(c2ccccn2)CC1 (configuration not stated)	20.2	-2.7	6.3	-10.9	-3.5	13.0	-0.9	-1.2	20.1	1.8	5.1
COc1ccc(F)cc1-c1cc(C(=O)N2CCc3ccccc3C2)[nH]n1	-54.3	-7.1	1.1	13.7	-16.4	13.7	.	.	-103.6	.	-22.3
COc1cc(NC(=O)C2CC(=O)N(CCc3ccccc3)C2)cc(OC)c1 (configuration not stated)	5.2	-6.4	4.9	7.8	-12.8	-8.9	-0.7	.	4.2	2.8	6.9
CCOC(=O)CC(=O)CSc1nc2c(cc1C#N)CCCCC2	-237.2	2.7	-0.1	-12.0	-44.5	-118.9	3.8	14.9	-221.9	-63.9	12.0
CCOC(=O)N1CCC(C(=O)NNC(=O)c2ccc(Cl)cc2Cl)CC1	2.7	-3.5	1.6	16.4	4.6	-0.3	1.3	2.4	-1.8	-4.4	14.5
COc1ccc(NC(=O)Cc2ccccc2F)cn1	-4.7	1.9	7.8	4.2	-17.1	-17.2	1.7	-3.8	-29.4	8.1	-3.1
COc1nnc(-c2ccc(N3CCOCC3)c(NC(=O)c3ccco3)c2)c2ccccc12	6.8	.	-6.7	-15.3	5.4	-16.9	-1.8	-1.3	26.1	6.5	6.7
COc1cc(C=NCC2OCCc3ccccc32)cc(OC)c1 (configuration not stated)	4.8	-3.1	1.2	-4.5	-22.8	-14.3	-0.4	0.2	14.4	-0.1	-2.6
CCc1cnccc1CCC(=O)Nc1ccccc1C	16.5	-3.8	-7.4	12.5	-10.9	-7.0	1.0	-4.9	13.4	-9.6	-3.5
Cc1ccc(NC(=O)[C@@H]2CCCN2S(=O)(=O)c2ccccc2F)cc1	-3.4	-6.2	0.8	8.8	-31.9	-10.7	0.1	2.7	-31.5	-9.2	10.3
COc1cccc(CN(C)CC(=O)NCc2ccc(F)cc2)c1OC	14.2	-7.0	8.7	-5.5	-2.2	-11.9	4.3	-0.5	6.4	19.1	14.8
O=S(=O)(Nc1ccc(N2CCCCC2)cc1)c1ccc(F)cc1	-7.0	2.1	0.0	11.1	12.3	-22.7	-1.2	1.6	-35.8	.	-26.6
CCCCn1c(CN2CCN(C(=O)c3ccco3)CC2)nc2c1c(=O)n(C)c(=O)n2C	18.0	-5.0	.	6.0	8.1	-24.7	2.4	-0.5	15.2	.	-11.9
Cc1c(CCC(=O)NCCC(=O)O)c(=O)oc2cc3occ(-c4ccccc4)c3cc12	22.6	-17.3	2.3	-6.8	2.0	-15.1	0.9	.	39.0	-5.0	8.6

Another view of some results above.
Order of results: Peg3 prom inh	CaV13 FRET inh	PDI inh	KKLEB cytotox	Shn3 inh set2	NR2E3 ag-1	NR2E3 ag-2	Vif imaging	HIF-2a block	MITF TRPM1 inh	CF NFkB block
- O=S(=O)(Nc1ccc(N2CCCCC2)cc1)c1ccc(F)cc1
    -7.0	2.1	0.0	11.1	12.3	-22.7	-1.2	1.6	-35.8	.	-26.6
- CCCCn1c(CN2CCN(C(=O)c3ccco3)CC2)nc2c1c(=O)n(C)c(=O)n2C
    18.0	-5.0	.	6.0	8.1	-24.7	2.4	-0.5	15.2	.	-11.9

High-throughput results as filed in PubChem BioAssay.
